Source: PubChem (several laboratories)
KLF5 inhibitor – kruppel-like factor 5 inhibition; AID 1700; DLD-1 KLF5 promoter-luciferase reporter, luminescence; inhibition, % at 5 µM; 290,000 tested, 0.23% active;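 active = inhibition above a per-plate limit of that plate's mean compound inhibition plus 3 SD, cut at about 60% in these data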;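 also: 0% = DMSO wells and 100% = LY294002 at 200 µM; higher means less KLF5 promoter-driven luciferase light; inactives centre near -14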
AI-2 QS modul – modulators of Vibrio harveyi AI-2 quorum sensing system; 300,000 tested, 0.4% active; activity change, % at 7.5 µM; Vibrio harveyi JMH597 AI-2 luminescence/OD600 ratio, 9 h; active compounds read low; strain lacks LuxN and CqsS sensors; 0 = neutral-control median; in the data active = activity change below about -75%, passing the limit was not always enough; inconclusive = no clear call, values can overlap the other calls;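 also: luminescence divided by OD600 gain over 9 h not by final OD600 alone; inactives centre near 13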
aSyn UTR inh – 5' untranslated region of α-synuclein, MLPCN primary screen; alpha-synuclein 5'UTR reporter, inhibitor activity; inhibition, % (tested at 7.5 µM); 300,000 tested, 0.82% active; AID 1813; in the data active = inhibition above about 60%; inconclusive = no clear call, values can overlap the other calls;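 also: H4 neuroglioblastoma cells stably carrying SNCA 5'UTR luciferase fusion; 0% = DMSO wells and 100% = positive control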
SKKanGAS inh – inhibitors of SKKanGAS S. pyogenes growth in kanamycin (SK-promoter or general growth effect) | BacTiter-Glo, 6 h | inhibition, % at 7.5 µM | 300,000 tested, 1.3% active | AID 1662;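 active = mean replicate score, as percent of positive control median, at least 50; inconclusive = mean below 50 but one replicate at or above 50; inactive = mean and every replicate below 50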;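 also: strain carries kanamycin resistance gene driven by streptokinase promoter and grows in 40 µg/ml kanamycin; loss of luminescence reflects streptokinase promoter inhibition or plain growth inhibition; 0% = median of DMSO wells and 100% = positive control at its reference dose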
HSF-1 act – increases HSF-1 driven luciferase reporter signal. NIH3T3-HGL HSF-1 luciferase reporter, MG132, 8 h; 100% = twice DMSO control signal. activation, % at 9 µM. 300,000 tested, 1.7% active;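 active = mean replicate activation of at least 50% with a set share of replicates each reaching 50%; inconclusive = only one of those two conditions met; inactive = mean below 50% and too few replicates reaching it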;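 also: 0% = median of the neutral control wells and 100% = twice that signal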
HSF1 inhib – HSF1 inhibition; NIH3T3-HGL HSE-luciferase, MG132-induced, luminescence 8 h; active compounds read low; activity change, negative = inhibition, % at 7.5 µM (by protocol); 300,000 tested, 0.77% active;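 active = more than half of replicate wells show activity change below -50%, luminescence cut by over half; inconclusive = some wells, but at most half, below -50%; inactive = no replicate well below -50%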;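 also: luciferase reports HSF-1 transcriptional activity via heat shock element; 0% = median of DMSO wells and -100% = zero luminescence signal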
HSP90 inh – blocks HSP90-mediated luciferase refolding in reticulocyte lysate. Rabbit reticulocyte lysate, luciferase refolding luminescence, 3 h. 290,000 tested, 0.91% active. inhibition, % at 5.6 µM;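 active = inhibition above the screen-wide mean plus 3 SD, computed separately per campaign, cut at about 16% in these data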;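 also: 0% = DMSO wells and 100% = 60 µM geldanamycin wells; inhibitors lower the luminescence because luciferase stays unfolded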
HIF activator – HIF pathway transcriptional activation | U2OS HRE-luciferase reporter, luminescence; normalized: DMSO 0%, desferrioxamine 100% | activation, % at 7.5 µM (by protocol) | 300,000 tested, 0.32% active;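 active = mean activation of at least 10% of the iron chelator positive control signal, with at least half of replicates also reaching 10%; inconclusive = mean and replicate majority disagree about reaching 10%; inactive = mean and most replicates under 10%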
Platelet DG rel – platelet dense granule release activity; human platelet-rich plasma, SFLLRN dense granule ATP release, luminescence; inhibition, %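 (compounds screened at 7.5 µM in platelet-rich plasma)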; 300,000 tested, 0.22% active;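 active = mean replicate score, as percent of positive control, at or above 50; inconclusive = mean below 50 but at least one replicate at or above 50; inactive = mean and every replicate below 50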
IEC-6 cytotox – IEC-6 cytotoxicity, counter-screen for KLF5 inhibitors. luminescence viability. inhibition, % at 5 µM. 290,000 tested, 0.78% active; in the data active = inhibition above about 22%;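 also: 0% = plate median of test compound wells and 100% = cytotoxic reference compound wells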
Starred values were filed as active, the others as inactive; ? = inconclusive; . = not tested or not shown.

SMILES	KLF5 inhibitor	AI-2 QS modul	aSyn UTR inh	SKKanGAS inh	HSF-1 act	HSF1 inhib	HSP90 inh	HIF activator	Platelet DG rel	IEC-6 cytotox
CCN(CC)S(=O)(=O)c1cccc(C(=O)NC(C(=O)Nc2nnc(C)s2)C(C)C)c1 (centres undefined)	-21	-3	-10	6	-9	6	5	-0.3	-9	6
CCc1cccc(CC)c1NC(=S)Nc1cccc(Cl)c1Cl	8	-6	13	4	0	-6	0	-0.6	-5	8
COc1ccc(C)cc1-n1nc2ccccc2n1	-33	2	1	-3	17	0	-5	-0.1	1	-1
COc1ccccc1NC(=O)c1ccc(NC(=O)CSc2ncccn2)cc1	-19	11	-23	6	15	4	2	-0.2	1	4
CCO[C@@H]1OC(C(=O)Nc2ccccc2)=C[C@H](c2ccc(Br)cc2)[C@H]1CCCO	2	11	19	37	13	0	13	1.9	-6	0
COc1ccc(C(=O)CC2OC(=O)c3ccccc32)cc1OC (centres undefined)	-8	18	-5	-1	-19	-3	0	-0.9	2	-7
COc1ccc(Nc2nc(C)cc(=O)[nH]2)c(OC)c1	11	10	2	-4	6	-7	2	-0.2	-3	12
Cc1cccc(-c2nnnn2-c2cccc(C)c2)c1	-18	9	19	-1	20	8	-4	-0.5	-4	-6
Cc1ccc(C(=O)/C=C/C(=O)c2ccc(C)cc2)cc1	-20	-45	-8	62*	17	17	-4	2.1	27	-6
Cc1cc2oc(=O)cc(CN3CCOCC3)c2cc1O	-15	10	8	-3	-15	-12	3	0.1	-4	2
CCc1ccc(NC(=O)N[C@H](C(=O)O)C(C)CC)cc1 (some centres undefined)	-20	8	20	-8	16	1	0	0.7	-3	1
CC(=O)c1cnc(SCCN2C(=O)c3ccccc3C2=O)nc1C	4	7	-5	3	-2	-5	5	-0.2	1	5
COc1ccc(NC(=O)N2CCN(c3nc4ccccc4n3C(C)C)CC2)cc1	-6	13	15	10	-37	-33	-7	0.8	5	-6
COc1cc(NC(=O)CN2C(=O)c3ccccc3C2=O)c(C(=O)O)cc1OC	-8	15	3	2	-1	-10	0	0.1	0	2
COc1ccc(N2CC(C(=O)N[C@@H](C)C(=O)NC3CCCC3)CC2=O)cc1 (some centres undefined)	-9	10	-2	2	-19	0	0	-0.3	5	-4
COc1ccc([N+](=O)[O-])cc1N(CC(O)CN1CCCCC1)S(=O)(=O)c1ccccc1 (centres undefined)	-14	11	-26	.	6	-11	-7	0.3	1	-2
C=CCn1c(CSc2nnc(-c3ccccc3)n2C)n[nH]c1=S	-23	16	3	-1	-8	0	-1	-0.6	3	-5
Cc1sc(NC(=O)c2ccco2)c(CN2CCN(c3ccc(F)cc3)CC2)c1C	-42	20	-10	13	87*	33	-3	0.8	6	-5
COc1ccc(/C(N)=N/OC(=O)C2CCCCC2)cc1OC	-79	24	-86	7	46	21	-4	2.4	-2	9
C/C(CC(=O)NC1CCCCC1)=N\NC(=O)c1ccc(Br)cc1	-13	.	11	-3	15	-1	2	0.6	-7	11
N#CC(C(=O)NCc1ccco1)c1nc2ccccc2nc1N1CCOCC1 (centres undefined)	-14	25	-5	19	10	7	-2	-0.1	3	0
O=C(/C=C/c1ccccc1)/C=C/c1ccccc1	3	?	-112	-8	29	29	-2	0.7	1	4
Cc1cccc(/C(N)=N/OC(=O)COc2ccc(Cl)cc2)c1	-10	12	-14	.	13	0	-1	0.3	1	-2
O=C(CCc1nc2ccccc2c(=O)[nH]1)OCC(=O)N1CCN(S(=O)(=O)c2ccccc2)CC1	-32	3	4	1	4	-1	4	-0.5	-3	2
COc1ccc(CN(C)C(=O)c2ccc(NS(=O)(=O)c3ccccc3)cc2)c(OC)c1	.	46	-6	-2	2	-4	.	-0.3	14	.
O=C(Nc1cccc([N+](=O)[O-])c1)N1CCCCCC1	-48	10	-4	-2	0	-4	-3	0.1	-2	0
Cc1scc(C(=O)NNC(=S)NCC2CCCO2)c1C (centres undefined)	-14	-13	-18	15	18	-1	6	-53	-6	8
CCOC(=O)c1cc(-c2ccncc2)nc2c1c(C)nn2C	12	10	-14	-1	10	-6	-2	-0.2	4	2
CN1CCN(NC(=O)CC(C)(C)C)CC1	2	25	15	3	-1	-5	5	-0.2	8	4
O=C(CCC(=O)c1cccs1)Nc1ncccc1O	.	-6	-7	1	-5	7	.	0.6	-1	.
COc1ccc(C(=O)NCCc2ccc(C)cc2)cc1OC1CCN(C(C)=O)CC1	-20	15	19	-1	-1	-1	-3	-0.1	-4	-4
COc1ccc(C(=O)C(CN2CCOCC2)c2ccccc2)cc1F (centres undefined)	26	10	-108	1	45	17	3	3.2	2	6
CCCCn1c(SCC(=O)NCc2ccco2)nc2c1c(=O)n(C)c(=O)n2C	-44	44	-28	2	1	-3	-4	-0.2	2	-3
CC/C(=N/NC(=O)c1ccc(Br)o1)c1ccc(Cl)cc1	-26	12	-57	-1	7	6	0	1.9	-8	2
CCCn1c(CNc2ccc(Br)cc2)nc2ccccc21	-10	9	-119	6	19	19	-1	3.0	4	2
CCN1C(=O)c2ccccc2Sc2ccc(C(=O)NCCCN3CCCCC3)cc21	-57	57	19	13	-1	4	-4	-0.2	1	-10
Cn1c(SCC(=O)Nc2nccs2)nnc1-c1ccncc1	-24	12	0	1	14	-8	3	-0.5	1	5
Cc1ccc(C(=O)N2CCN(c3ccccc3F)CC2)cc1NC1=NC2CS(=O)(=O)CC2S1 (centres undefined)	-20	31	7	-3	4	0	-4	-0.2	-2	3
CCCc1nnc(NC(=O)c2cc3ccccc3o2)s1	-118	16	-88	4	13	16	5	1.9	7	-2
COc1ccc(CCNC(=O)CSc2nnc(CNC(=O)c3cccs3)o2)cc1OC	-14	2	6	-1	2	1	-1	0.0	3	3
CCOC(=O)c1[nH]c2ccccc2c1NC(=O)c1cc(OC)c(OC)c(OC)c1	14	12	33	-5	-10	1	7	0.0	8	1
COc1ccc(C(=O)Nc2ccc(S(=O)(=O)Nc3cc(C)nc(C)n3)cc2)cc1OC	-43	17	20	5	1	6	-3	0.5	1	-2
COc1ccc(-c2noc(N3CCC(C(=O)Nc4ccc(OC)cc4OC)CC3)n2)cc1	-19	26	-3	0	-61	?	1	0.3	5	6
CCCNC(=O)Cn1cnc2sc(C(=O)Nc3ccc4c(c3)OCO4)c(C)c2c1=O	-28	25	-63	-7	17	3	0	-0.1	4	1
O=C(O)CC12CC3CC(C1)CC(n1ncc(NCc4ccc(F)cc4)c(Cl)c1=O)(C3)C2	15	0	19	7	-14	-6	1	-0.2	9	2
COc1cc(/C=C2/CCc3ccccc3C2=O)cc(OC)c1OC	-34	12	14	-12	73*	43	2	0.6	20	2
O=C(O)CCCCCNS(=O)(=O)c1ccc(Cl)cc1	-38	16	13	1	-11	-7	-3	-0.3	-5	-1
O=C(Nc1ccccc1)C1CC(=O)n2c(nc3ccccc32)N1 (centres undefined)	-8	9	10	-4	1	-6	1	-0.4	-21	0
O=C(Nc1ccc(OC(=O)c2ccccc2)c(-c2nc3ccccc3s2)c1)c1ccccc1	-15	23	-59	-5	21	0	0	0.0	3	2
CCC(=O)Nc1cc(C(C)(C)C)ccc1C(C)=O	-8	6	14	-5	-3	-9	-1	-0.1	-7	7
OC(Cc1cccnc1)(Cc1cccnc1)c1cc2ccccc2[nH]1	21	9	-9	23	-5	-7	3	0.1	-1	2
O=C(C1CCC(CNS(=O)(=O)c2cccs2)CC1)N1CCN(c2ccc(Cl)cc2)CC1 (centres undefined)	-42	9	-7	-3	26	4	0	-0.1	-3	-6
O=C(COC(=O)COc1ccccc1Cc1ccccc1)Nc1cccnc1Cl	-27	39	-6	-3	1	-11	2	-0.2	2	-2
CC(=O)Nc1c(-c2ccccc2)nc2ccc(Cl)cn12	.	-1	-14	9	13	2	.	0.0	9	.
Nc1nnc(SCC(=O)Nc2ccccc2)s1	-6	15	-8	3	22	-3	-1	0.6	-6	-3
CCOC(=O)c1[nH]c2ccc(OC)cc2c1NC(=O)c1ccc(OC)c(OC)c1	-3	1	22	-1	-14	-2	-1	-0.5	8	4
O=C(NC1CCCCC1)C(c1ccco1)N(CCc1ccccc1)C(=O)C(F)(F)F (centres undefined)	4	10	-21	10	3	-3	-1	-1.5	0	-2
S=C(Nc1cc(Cl)ccc1Oc1ccccc1)N1CCN(c2ccccn2)CC1	-4	13	8	4	6	-9	4	-0.9	1	-3
COCCNC(=O)CSc1nc2ccccc2c(=O)n1CCCC(=O)NCc1ccccc1	-17	11	-35	6	-2	-5	-1	-0.2	-10	-2
COc1ccccc1N(Cc1ccccc1)S(=O)(=O)c1cccc(C(=O)Nc2ccccn2)c1	-21	22	28	13	32	10	2	0.4	-6	0

Remaining list, next part
SMILES	KLF5 inhibitor	AI-2 QS modul	aSyn UTR inh	SKKanGAS inh	HSF-1 act	HSF1 inhib	HSP90 inh	HIF activator	Platelet DG rel	IEC-6 cytotox
OCCN(CCO)c1nc(-c2ccccc2)nc2c1oc1ccccc12	6	36	-4	-1	-3	-1	-2	0.8	1	-7
C=CCNC(=O)NC(=O)COC(=O)CNS(=O)(=O)c1ccc(F)c(F)c1F	-31	12	2	-12	9	3	-4	-0.5	1	-4
Cc1sc2nc(CSC(C)C(=O)Nc3cc(S(C)(=O)=O)ccc3Cl)[nH]c(=O)c2c1C (centres undefined)	.	6	-5	-8	25	9	.	0.0	-10	.
CC(c1nnnn1C1CCCCC1)N(Cc1ccccc1)Cc1cccnc1 (centres undefined)	-23	32	-8	1	19	18	0	-0.1	-3	3
Cc1ccc2nc(C)cc(N/N=C/c3ccccc3O)c2c1	-7	1	-21	-2	-2	-12	-4	-0.1	4	-5
COc1ccccc1NC(=O)CCc1nnc2ccc(N3CCCCC3)nn12	2	3	8	7	-1	4	-2	-0.3	0	3
CC1CCCN(C(=O)c2ccc(OC3CCN(CCc4ccccc4)CC3)cc2)C1 (centres undefined)	-20	17	10	1	-4	2	-5	-0.8	-1	-2
Cc1cc(OCC(=O)N2CCN(c3ccc(F)cc3)CC2)c2c(C)cc(=O)oc2c1	8	10	11	-2	-9	-2	-2	-0.1	-2	1
CCCCC(=O)Nc1ccc(C(=O)Nc2nc(CC(=O)OCC)cs2)cc1	-6	1	-23	-7	22	-1	4	0.1	-16	5
CCOC(=O)N1CCc2c(sc3c2c(=O)n(Cc2ccccc2)c(=O)n3CC(=O)NCCOC)C1	-14	5	8	-7	1	-2	3	0.0	0	4
CC1CCCCN1CCNS(=O)(=O)c1ccc2c(c1)oc(=O)n2C (centres undefined)	-23	17	19	-11	-2	-7	-2	-0.7	0	2
CCn1cnc2c1c(=O)n(CC(=O)NN)c(=O)n2Cc1ccccc1	-1	4	-9	8	-13	3	1	-0.3	0	-8
Brc1ccc(-c2nn3c(-c4ccco4)nnc3s2)o1	-7	10	-11	-6	5	9	-1	0.5	1	-7
